Screens deposited in PubChem BioAssay by Sanford-Burnham Center for Chemical Genomics.
mIAP act: activators of mouse IAP, primary screen, biochemical, luminescence, uHTS; 330,000 compounds, 0.24% hits; muIAP, CDP-Star luminescence, 30 min; active compounds read high; 1 = vehicle-only enzyme signal, 0 = enzyme-free wells; AID 2805, 2010; intestinal alkaline phosphatase [Mus musculus]; activation factor at 10 µM;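 active = activation factor of at least 2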; also: the source names both 10 and 20 µM as test concentration; values of inactives mirror those of a sister screen read the other way
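System: mouse IAP enzyme. Reagent: CDP-Star chemiluminescent phosphatase substrate. Benchmarks: DMSO wells, no-enzyme wells. Times: 30 min enzyme-substrate-compound incubation at room temperature. Detection: luminescence from enzymatic CDP-Star hydrolysis. Doses: test compounds delivered from DMSO solution.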
mIAP block: inhibitors of mouse IAP, primary screen, biochemical, luminescence, uHTS; purified mouse IAP, CDP-Star luminescence, 30 min; 330,000 compounds, 0.2% hits; inhibition, % at 10 µM;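 active = inhibition of at least 40% at 10 µM in the primary screen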;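 also: plate controls were DMSO with enzyme for no effect and no enzyme wells for full effect; values of inactives mirror those of a sister screen read the other way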
APOBEC3A inh: APOBEC3A ssDNA deaminase inhibitors, primary screen, selectivity assay for APOBEC3G inhibitor project, biochemical, FAM/TAMRA oligo cleavage fluorescence; AID 493011, 2011; recombinant A3A, FAM/TAMRA ssDNA deamination fluorescence; inhibition, % at 20 µM; 330,000 compounds, 0.41% hits;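 active = at least 40% inhibition at 20 µM here, with at most 30% in a related deaminase screen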;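 also: plate controls were A3A with DMSO for no effect and wells lacking A3A enzyme for full effect; some results filed as inactive read as strong as hits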
Target sequence (P31941 whole entry, looked up): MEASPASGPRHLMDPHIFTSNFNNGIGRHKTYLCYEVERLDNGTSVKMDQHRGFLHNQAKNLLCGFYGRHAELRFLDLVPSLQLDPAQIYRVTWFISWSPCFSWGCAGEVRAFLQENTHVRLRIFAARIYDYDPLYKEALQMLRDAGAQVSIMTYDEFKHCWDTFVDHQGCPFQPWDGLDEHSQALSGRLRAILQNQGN
SENP1 FRET inh: human SENP1 catalytic domain inhibitors, primary screen, biochemical, FRET, uHTS. Sentrin-specific protease 1 (Homo sapiens), Q9P0U3. recombinant SENP1 catalytic domain, CyPet-SUMO1-YPet FRET cleavage. inhibition, % at 10 µM. 360,000 compounds, 0.21% hits;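 active = inhibition at least 30% at 10 µM, raw YFP signal under a set limit, fluorescence ratio 0.5 to 1.5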;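 also: 0% = enzyme with DMSO and 100% = no enzyme wells; some results filed as inactive read as strong as hits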
Target sequence (Q9P0U3 419-644 limits assumed): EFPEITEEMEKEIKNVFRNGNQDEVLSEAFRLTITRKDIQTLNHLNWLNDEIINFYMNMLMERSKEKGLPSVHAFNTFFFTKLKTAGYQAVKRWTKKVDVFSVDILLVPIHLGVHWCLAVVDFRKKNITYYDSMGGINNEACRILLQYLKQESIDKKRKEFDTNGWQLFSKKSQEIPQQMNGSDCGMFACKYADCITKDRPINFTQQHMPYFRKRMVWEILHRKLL
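system = hSENP1 catalytic domain, recombinant | reagent = SFCypet-SUMO1-SFYpet substrate at 25 nM | doses = one dose per compound, 10 µM, 0.5% DMSO | incubation = enzyme reaction for 50 min at room temperature, dark | measured by = FRET, CFP and YFP emission | controls = no-enzyme low, enzyme-DMSO high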
NLRP3 yeast inh: NALP3 inflammasome inhibitors in reconstituted yeast, primary screen, luminescence, uHTS | Yeast reconstituted NLRP3/ASC/caspase-1, beta-gal luminescence, 24 h | inhibition, % at 10 µM | 330,000 compounds, 0.39% hits | AID 2825, 2010;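 active = inhibition of 50% or more; inactive = inhibition below 50%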;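 also: plate controls were induced DMSO wells for no effect and uninduced yeast grown without galactose for full effect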
beta cell repl: inducers of MIN6 beta-cell proliferation, primary screen, ATP luminescence, uHTS; 330,000 compounds, 0.29% hits; MIN6 cells proliferation, ATPlite luminescence, 48 h; cells starved in 0.2% serum; 100% = growth in 10% serum; proliferation, % at 10 µM; AID 2380, 2010;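 active = compounds whose signal lies at least 3.5 SD above the mean of all wells on their plate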;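 also: 0% = DMSO-treated cells in low-serum medium and 100% = 10% serum control; some compounds called inactive have numbers as strong as hits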
hIAP inh: human IAP inhibitors, primary screen, biochemical, luminescence, uHTS | purified IAP, CDP-Star luminescence, 30 min | 330,000 compounds, 0.12% hits | inhibition, % at 10 µM | AID 2544, 2010;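 active = inhibition reaching a set limit with compound at 10 µM in the primary screen, cut at about 35% in these data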;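 also: plate controls were DMSO wells with enzyme for no effect and no-enzyme buffer wells for full effect; values of inactives mirror those of a sister screen read the other way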
Target sequence (P09923 whole entry, looked up): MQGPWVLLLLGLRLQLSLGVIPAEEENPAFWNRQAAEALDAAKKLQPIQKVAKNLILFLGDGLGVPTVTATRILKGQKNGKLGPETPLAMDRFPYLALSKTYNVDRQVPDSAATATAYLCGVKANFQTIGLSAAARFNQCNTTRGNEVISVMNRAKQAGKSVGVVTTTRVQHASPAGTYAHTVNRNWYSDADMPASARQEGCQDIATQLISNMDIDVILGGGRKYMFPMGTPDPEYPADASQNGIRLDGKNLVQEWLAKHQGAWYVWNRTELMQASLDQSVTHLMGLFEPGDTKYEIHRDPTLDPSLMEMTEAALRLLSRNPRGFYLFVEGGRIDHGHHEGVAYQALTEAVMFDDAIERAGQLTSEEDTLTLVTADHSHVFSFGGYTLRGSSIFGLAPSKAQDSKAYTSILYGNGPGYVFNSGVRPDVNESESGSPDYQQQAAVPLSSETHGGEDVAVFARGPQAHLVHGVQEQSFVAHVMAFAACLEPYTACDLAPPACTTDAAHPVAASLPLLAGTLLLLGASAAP
hIAP act: human IAP activators, primary screen, biochemical, luminescence, uHTS. activation factor at 10 µM. 330,000 compounds, 0.16% hits. purified human IAP, CDP-Star luminescence, 30 min; active compounds read high; 1 = vehicle-only enzyme, 0 = enzyme-free background. AID 2524, 2010. Intestinal-type alkaline phosphatase (Homo sapiens), P09923;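 active = activation factor of the enzyme at least 2-fold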; also: the source names both 10 and 20 µM as test concentration; values of inactives mirror those of a sister screen read the other way
A3G deaminase: APOBEC3G DNA deaminase inhibitors, primary screen, biochemical, fluorescence, single-stranded DNA substrate, uHTS; 330,000 compounds, 0.28% hits; DNA dC->dU-editing enzyme APOBEC-3G (Homo sapiens), Q9HC16; inhibition, % at 20 µM; recombinant A3G, ssDNA deamination FAM/TAMRA fluorescence;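 active = inhibition of at least 40% at 20 µM, with no more than 30% in the related APOBEC3A deaminase screen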;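 also: plate controls were DMSO wells with A3G for no effect and wells lacking A3G enzyme for full effect; some compounds called inactive have numbers as strong as hits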
* hit, by the source's call.

`CN1C(=O)C(O)(C2OC(C)(C)CCC2=O)c2ccccc21` (stereo not given) gave mIAP act 1.1, mIAP block -6, APOBEC3A inh 0, SENP1 FRET inh 4, NLRP3 yeast inh 5, beta cell repl 0, hIAP inh -2, hIAP act 1 and A3G deaminase -4.
`Cc1nn(C)c(C(=O)Nc2ccc(Br)cc2F)c1Br` gave mIAP act 0.92, mIAP block 8, APOBEC3A inh -2, SENP1 FRET inh -1, NLRP3 yeast inh 11, beta cell repl 2, hIAP inh -16, hIAP act 1.2 and A3G deaminase -5.
Screening Cc1ccc(-n2nnnc2-c2cnoc2-c2cccc(F)c2)cc1 returned mIAP act 1.1, mIAP block -6, APOBEC3A inh 0, SENP1 FRET inh 0, NLRP3 yeast inh 26, beta cell repl 1, hIAP inh 1, hIAP act 0.99 and A3G deaminase -1.
For COc1ccccc1NC(=O)Nc1nc(CC(=O)N2CCN(c3ccccc3F)CC2)cs1 the results were mIAP act 1.1, mIAP block -13, APOBEC3A inh -4, SENP1 FRET inh -1, NLRP3 yeast inh 13, beta cell repl -6, hIAP inh -13, hIAP act 1.1 and A3G deaminase -10.
Screening CC(C)Oc1cccc(C(=O)C2CCCN(C(=O)c3ccsc3)C2)c1 (stereo not given) returned mIAP act 0.97, mIAP block 3, APOBEC3A inh 2, SENP1 FRET inh 4, NLRP3 yeast inh 13, beta cell repl -2, hIAP inh 1, hIAP act 0.99 and A3G deaminase -4.
`CCOc1cc(NC(=O)CCl)c(OCC)cc1NC(C)=O` gave mIAP act 1.1, mIAP block -6, APOBEC3A inh -3, SENP1 FRET inh 2, NLRP3 yeast inh -9, beta cell repl -6, hIAP inh 3, hIAP act 0.97 and A3G deaminase -3.
`O=C(CCCN1C(=O)CCC1=O)Nc1ccc(Cl)c(C(F)(F)F)c1` gave mIAP act 1, mIAP block -3, APOBEC3A inh -1, SENP1 FRET inh 2, NLRP3 yeast inh 11, beta cell repl -3, hIAP inh 17, hIAP act 0.83 and A3G deaminase 0.
`CC(C)n1cnc2cc(NCc3nc4ccccc4n3C)ccc21` gave mIAP act 0.87, mIAP block 13, APOBEC3A inh 0, SENP1 FRET inh -14, NLRP3 yeast inh 8, beta cell repl 0, hIAP inh -8, hIAP act 1.1 and A3G deaminase 0.
`O=C1C(=O)N(CCN2CCOCC2)C(c2ccc([N+](=O)[O-])cc2)/C1=C(/O)c1ccc2c(c1)OCO2` (stereo not given) gave mIAP act 1.1, mIAP block -7, APOBEC3A inh -4, SENP1 FRET inh -4, NLRP3 yeast inh 9, beta cell repl -4, hIAP inh -9, hIAP act 1.1 and A3G deaminase -12.
COc1ccc(OCCn2ccnc2)cc1 was read as mIAP act 1, mIAP block 0, APOBEC3A inh -6, SENP1 FRET inh 2, NLRP3 yeast inh 5, beta cell repl -1, hIAP inh -4, hIAP act 1 and A3G deaminase -6.

Next part (2 carried over from the part before).
`O=C1C(=O)N(CCN2CCOCC2)C(c2ccc([N+](=O)[O-])cc2)/C1=C(/O)c1ccc2c(c1)OCO2` (stereo not given) gave mIAP act 1.1, mIAP block -7, APOBEC3A inh -4, SENP1 FRET inh -4, NLRP3 yeast inh 9, beta cell repl -4, hIAP inh -9, hIAP act 1.1 and A3G deaminase -12.
COc1ccc(OCCn2ccnc2)cc1 was read as mIAP act 1, mIAP block 0, APOBEC3A inh -6, SENP1 FRET inh 2, NLRP3 yeast inh 5, beta cell repl -1, hIAP inh -4, hIAP act 1 and A3G deaminase -6.
For COc1ccc(CNC(=O)c2coc(=O)c3ccccc23)c(OC)c1 the results were mIAP act 1.1, mIAP block -13, APOBEC3A inh -7, SENP1 FRET inh 1, NLRP3 yeast inh 2, beta cell repl -1, hIAP inh -14, hIAP act 1.1 and A3G deaminase -7.
CC(Sc1nc2ccccc2n1C)C(=O)Nc1ccc(N2CCOCC2)cc1 (stereo not given) was read as mIAP act 1.1, mIAP block -12, APOBEC3A inh -2, SENP1 FRET inh 0, NLRP3 yeast inh 13, beta cell repl -2, hIAP inh -11, hIAP act 1.1 and A3G deaminase -7.
`O=C(CCn1nc(-c2ccccc2)c2ccccc2c1=O)NN1CCOCC1` gave mIAP act 1.1, mIAP block -9, APOBEC3A inh 1, SENP1 FRET inh 2, NLRP3 yeast inh 11, beta cell repl -2, hIAP inh -11, hIAP act 1.1 and A3G deaminase -3.
For CCOC(=O)c1ccc(S(=O)(=O)N2CCN(C(=O)c3ccccn3)CC2)cc1 the results were mIAP act 0.93, mIAP block 7, APOBEC3A inh -4, SENP1 FRET inh -1, NLRP3 yeast inh 12, beta cell repl -1, hIAP inh -24, hIAP act 1.2 and A3G deaminase -5.
For COC(=O)c1ccc(NC(=S)NN2CCCCC2c2cccnc2)cc1 (stereo not given) the results were mIAP act 0.97, mIAP block 3, APOBEC3A inh 1, SENP1 FRET inh 4, NLRP3 yeast inh -1, beta cell repl 0, hIAP inh 4, hIAP act 0.96 and A3G deaminase -5.
`COc1ccc(Cn2c(=O)[nH]c3cc(C(=O)NCCCN4CCCCCC4)ccc3c2=O)cc1` gave mIAP act 1.1, mIAP block -10, APOBEC3A inh 1, SENP1 FRET inh -5, NLRP3 yeast inh 3, beta cell repl -2, hIAP inh -2, hIAP act 1 and A3G deaminase -2.
`Cc1csc(NC(=O)CSc2nnc(-c3cc(C)on3)o2)n1` gave mIAP act 0.84, mIAP block 16, APOBEC3A inh 1, SENP1 FRET inh -1, NLRP3 yeast inh 14, beta cell repl -2, hIAP inh -4, hIAP act 1 and A3G deaminase -1.
O=C(O)/C=C/C(=O)Nc1ccccc1SC(F)(F)C(F)(F)C(F)(F)F was read as mIAP act 1, mIAP block -5, APOBEC3A inh -1, SENP1 FRET inh 2, NLRP3 yeast inh -7, beta cell repl -2, hIAP inh -13, hIAP act 1.1 and A3G deaminase -9.
Screening COCCN1CCN(C(=O)C2CCC(=O)N(Cc3ccccc3OC)C2)CC1 (stereo not given) returned mIAP act 1, mIAP block 0, APOBEC3A inh 0, SENP1 FRET inh 1, NLRP3 yeast inh 4, beta cell repl -1, hIAP inh 2, hIAP act 0.98 and A3G deaminase -5.
Screening Cc1ccc(C(=O)N[C@H](C(=O)OCC(=O)NC2CCS(=O)(=O)C2)C(C)C)cc1 (stereo not given in full) returned mIAP act 1, mIAP block -4, APOBEC3A inh 0, SENP1 FRET inh 0, NLRP3 yeast inh 2, beta cell repl 1, hIAP inh -10, hIAP act 1.1 and A3G deaminase -3.
`CC1CCN(S(=O)(=O)c2ccc3[nH]c(=O)cc(C(=O)O)c3c2)CC1` gave mIAP act 1, mIAP block -1, APOBEC3A inh -1, SENP1 FRET inh 0, NLRP3 yeast inh 12, beta cell repl -1, hIAP inh 13, hIAP act 0.87 and A3G deaminase -3.
CC(C)(C)OC(=O)C[C@H]1C/C=C\C[C@@H](CC(=O)N(CCO)Cc2ccccc2)C(=O)N[C@H](C(C)(C)C)COC1=O was read as mIAP act 0.91, mIAP block 9, APOBEC3A inh -3, SENP1 FRET inh 1, NLRP3 yeast inh -7, beta cell repl -2, hIAP inh -1, hIAP act 1 and A3G deaminase -4.
Screening COc1cccc(C2Cc3ccccc3C(=O)O2)c1 (stereo not given) returned mIAP act 0.98, mIAP block 2, APOBEC3A inh -1, SENP1 FRET inh 1, NLRP3 yeast inh -4, beta cell repl 0, hIAP inh 21, hIAP act 0.79 and A3G deaminase -7.
Screening CCOC(=O)C(=CNc1nc(-c2ccccc2)c(C(=O)Nc2ccc(-c3ccccc3)cc2)s1)C(=O)OCC returned mIAP act 0.93, mIAP block 7, APOBEC3A inh -6, SENP1 FRET inh -49, NLRP3 yeast inh 22, beta cell repl -5, hIAP inh 6, hIAP act 0.94 and A3G deaminase -8.
`CC1(C)CC(=O)c2cnc(NC(=O)CSC(=S)N3CCCCC3)nc2C1` gave mIAP act 1, mIAP block -4, APOBEC3A inh -3, SENP1 FRET inh -1, NLRP3 yeast inh 1, beta cell repl -1, hIAP inh -5, hIAP act 1 and A3G deaminase -2.
`COC(=O)c1c(NC(=O)c2cccnc2)sc(C(=O)N(C)C)c1C` gave mIAP act 0.97, mIAP block 3, APOBEC3A inh 2, SENP1 FRET inh -7, NLRP3 yeast inh 13, beta cell repl -4, hIAP inh -6, hIAP act 1.1 and A3G deaminase -3.
Screening COc1ccc(C(=O)N(C)Cc2ccon2)cc1OC1CCN(C(C)C)CC1 returned mIAP act 1, mIAP block -4, APOBEC3A inh -3, SENP1 FRET inh -5, NLRP3 yeast inh 1, beta cell repl -1, hIAP inh 1, hIAP act 0.99 and A3G deaminase -3.
Nc1c(C(=O)NC2CCCCC2)nsc1C(=O)OCC(=O)NC1CCCCC1 was read as mIAP act 0.94, mIAP block 6, APOBEC3A inh -1, SENP1 FRET inh -4, NLRP3 yeast inh 16, beta cell repl -5, hIAP inh -5, hIAP act 1.1 and A3G deaminase -5.
`c1ccc(-c2cnc(CN3CCN(c4ccccc4)CC3)o2)cc1` gave mIAP act 0.9, mIAP block 10, APOBEC3A inh -3, SENP1 FRET inh 1, NLRP3 yeast inh 13, beta cell repl 0, hIAP inh 21, hIAP act 0.79 and A3G deaminase -9.
CC(C)Oc1ccc(C2CC(=O)NC2=O)cc1 (stereo not given) was read as mIAP act 1.1, mIAP block -5, APOBEC3A inh -5, SENP1 FRET inh 3, NLRP3 yeast inh 8, beta cell repl -2, hIAP inh 16, hIAP act 0.84 and A3G deaminase 0.
For CCOc1ccc(/C=C/C(=O)OCC(=O)c2ccccc2OC)cc1OC the results were mIAP act 0.97, mIAP block 3, APOBEC3A inh 15, SENP1 FRET inh -3, NLRP3 yeast inh 23, beta cell repl -2, hIAP inh 0, hIAP act 1 and A3G deaminase -9.
`CCc1ccc(N/C(SC)=C(/C#N)C(N)=O)cc1` gave mIAP act 0.9, mIAP block 10, APOBEC3A inh 20, SENP1 FRET inh 0, NLRP3 yeast inh 26, beta cell repl -2, hIAP inh 4, hIAP act 0.96 and A3G deaminase -4.
For COc1ccc(-c2noc(COc3ccc4c(c3)OCO4)n2)cc1OC the results were mIAP act 0.97, mIAP block 2, APOBEC3A inh -6, SENP1 FRET inh -4, NLRP3 yeast inh 19, beta cell repl 11*, hIAP inh 0, hIAP act 1 and A3G deaminase -5.
`CC(Oc1ccc(Cl)cc1Cl)C(=O)NNC(=O)C(=O)N1CCCCC1` (stereo not given) gave mIAP act 0.94, mIAP block 6, APOBEC3A inh -3, SENP1 FRET inh 1, NLRP3 yeast inh -6, beta cell repl 1, hIAP inh -11, hIAP act 1.1 and A3G deaminase -4.

Not all compounds are listed, so the mix of outcomes need not match the whole.
